# Source: PubChem
# Rab7 wt GTP bind: dog Rab7 wildtype GTP binding, inhibitors and activators | GST-Rab7 beads, fluorescent GTP binding, flow cytometry; actives lie on both sides; untreated = 100%, excess cold GTP = 0% | GTP binding activity (percent of control), % at 10 µM | hit rate 0.055% among 190,000 | AID 758;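 active means fluorescent GTP binding to Rab7 beads changed by at least 20 points from the 100% baseline, either direction, mostly lower; inconclusive means compound itself probably fluorescent, or too few beads counted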;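 further: median green fluorescence of bound Bodipy-FL-GTP per Rab7 bead population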
# Rac1 act GTP bind: modulators of GTP binding to human Rac1 activated mutant; P63000; GST-Rac1 activated beads, fluorescent GTP binding, flow cytometry; actives lie on both sides; 100% means binding = to untreated wells; percent activity (GTP binding), % at 10 µM; hit rate 0.11% among 190,000;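 active means GTP binding at least 20 percentage points away from the 100% baseline, in either direction, so actives lie on both sides; inconclusive means Compound likely fluorescent itself, or too few beads counted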
# HRas wt GTP: modulators of GTP binding to human HRas wildtype. P01112. GST-Ras wt beads, Bodipy-FL-GTP binding, flow cytometry; actives lie on both sides. GTP binding activity, % at 10 µM. hit rate 0.14% among 190,000;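 active means GTP binding activity at least 20% away from the 100% baseline, either lowered as inhibitor or raised as activator; inconclusive means flagged as likely green fluorescent, judged across all proteins in the well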;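 further: 0% = unlabeled GTP competition control and 100% = no-compound control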
# Target sequence (P01112 whole entry, looked up): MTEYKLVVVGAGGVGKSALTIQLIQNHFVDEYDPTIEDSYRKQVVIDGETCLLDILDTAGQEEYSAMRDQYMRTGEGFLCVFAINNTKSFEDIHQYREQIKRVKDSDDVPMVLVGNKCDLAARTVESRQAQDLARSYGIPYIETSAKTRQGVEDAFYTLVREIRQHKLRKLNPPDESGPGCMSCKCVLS
# Pf gametocyte: kills late stage P. falciparum gametocytes | inhibition, % at 10.9 µM | AID 743093 | P. falciparum stage V gametocytes, ATP luminescence, 24 h | hit rate 0.065% among 150,000;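 active means inhibition above the mean plus 3 SD of compounds within the control limits, set per campaign, cut at about 38% in these data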;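 further: 0% = DMSO wells and 100% = medium only without gametocytes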
# Bim-Mcl-1: inhibitors of Bim-Mcl-1 interaction, human; Q07820; Bead-based flow cytometry, Bim peptide-Mcl-1 binding; inhibition, % at 10 µM; hit rate 0.1% among 190,000; AID 1009; in the data active means inhibition above about 40%;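 further: 0% = no compound tracer wells and 100% = peptide blocker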
# Target sequence (Q07820 whole entry, looked up): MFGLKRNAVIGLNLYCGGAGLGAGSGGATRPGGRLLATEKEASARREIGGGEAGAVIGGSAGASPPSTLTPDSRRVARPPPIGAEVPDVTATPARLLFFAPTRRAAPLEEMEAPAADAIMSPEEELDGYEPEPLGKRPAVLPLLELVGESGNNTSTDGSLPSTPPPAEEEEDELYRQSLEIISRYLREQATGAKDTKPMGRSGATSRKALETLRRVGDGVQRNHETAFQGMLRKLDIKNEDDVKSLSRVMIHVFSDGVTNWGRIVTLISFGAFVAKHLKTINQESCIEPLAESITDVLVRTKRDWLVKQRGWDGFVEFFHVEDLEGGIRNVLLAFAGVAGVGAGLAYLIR
# Mcl1 Noxa PPI: disrupts binding of human Mcl-1 to Noxa peptide | inhibition, % at 21.7 µM | hit rate 1.5% among 220,000 | Q07820 | TR-FRET Mcl-1/Noxa peptide binding, 2 h | AID 1022;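 active means compounds that cut the protein-peptide binding signal by more than 50% relative to plate controls in a single-dose test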;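 further: His-tagged Mcl-1 with rhodamine Noxa BH3 peptide and terbium anti-His antibody; 0% = Mcl-1 plus Noxa peptide wells and 100% = peptide-only wells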
# Cdc42 wt: human Cdc42 wildtype GTP binding change, either direction. P60953. GST-Cdc42 beads, Bodipy-GTP binding, flow cytometry; actives lie on both sides. percent activity (GTP binding), % at 10 µM. hit rate 0.2% among 190,000;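 active means percent activity GTP binding at least 20 points away from the 100% baseline, either down as inhibitor or up as activator; inconclusive means compound flagged as likely green fluorescent from well-wide comparison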;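 further: median bead fluorescence of bound Bodipy-FL-GTP at 100 nM; 0% = excess unlabeled GTP control and 100% = no compound control; below 100% means less GTP binding so inhibitor and above means activator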
# Target sequence (P60953 whole entry, looked up): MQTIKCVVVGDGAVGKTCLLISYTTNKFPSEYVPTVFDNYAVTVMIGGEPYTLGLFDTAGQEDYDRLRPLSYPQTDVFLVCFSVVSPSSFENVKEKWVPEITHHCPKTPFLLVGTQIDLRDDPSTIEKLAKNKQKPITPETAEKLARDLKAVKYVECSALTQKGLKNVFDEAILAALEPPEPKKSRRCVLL
# Rab2A wt mod: changes GTP binding to wildtype dog Rab2A, up or down | P61105 | GST-Rab2 wt beads, Bodipy-GTP binding, flow cytometry | GTP binding activity, % at 10 µM | hit rate 0.19% among 190,000;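 active means GTP binding activity at least 20 points away from 100%, either lowered or raised; inconclusive means signal likely due to the compound's own green fluorescence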;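 further: 0% = beads with excess unlabeled GTP and 100% = no-compound control corrected for plate trend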
# Mcl1-Bid inh: Mcl-1/Bid interaction inhibition | TR-FRET Mcl-1/Bid-Dy647 peptide binding, 1536-well | inhibition, % at 21.7 µM | hit rate 0.97% among 220,000;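 active means compounds that cut the binding signal by more than half at the single screening dose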;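 further: His-tagged Mcl-1 with europium anti-His antibody binding Bid BH3 peptide; 0% = Mcl-1 plus peptide wells and 100% = peptide-only wells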
# Avidin bead fluor: avidin bead compound fluorescence profile | Avidin beads, compound fluorescence 488/530 nm, flow cytometry; active compounds read high | fluorescence (KMESF) at 10 µM | hit rate 0.38% among 220,000 | AID 1775; in the data active means fluorescence above about 47; further: inactives centre near 10
# Rac1 wt modul: modulators of human Rac1 wildtype GTP binding. P63000. GST-Rac1 beads, fluorescent GTP binding, flow cytometry; actives lie on both sides; 0 = cold GTP competed, 100 = untreated. GTP binding activity (% of control), % at 10 µM. hit rate 0.27% among 190,000. AID 757;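 active means GTP binding activity at least 20 points away from the 100% control level, either lower or higher; inconclusive means compound flagged as likely green fluorescent, judged across all proteins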
# * hit, by the source's call; ? = inconclusive; · = not tested or not shown.
mol,Rab7 wt GTP bind,Rac1 act GTP bind,HRas wt GTP,Pf gametocyte,Bim-Mcl-1,Mcl1 Noxa PPI,Cdc42 wt,Rab2A wt mod,Mcl1-Bid inh,Avidin bead fluor,Rac1 wt modul
NC(=O)C1CCN(S(=O)(=O)c2cccc(S(=O)(=O)N3CCCCC3)c2)CC1,96,98,103,-17,0,-31,104,105,-9,7,101
CCOC(=O)c1ccc2[nH]c3ccccc3c2c1,95,95,95,·,1,24,96,97,7,13,100
CCOc1ccc2c(c1)-c1c(ssc1=S)C(C)(C)N2C(=O)c1ccco1,93,98,97,-2,3,5,99,97,-10,4,99
COc1ccc(NC(=O)c2cc(CN3C(=O)c4ccccc4C3=O)ccc2OC)cn1,98,100,101,·,0,-13,102,99,29,6,103
CCCc1nc(SCC(=O)Nc2cc(C)on2)c2c(=O)n(C)c(=O)n(C)c2n1,102,99,100,·,-1,11,98,98,-15,22,106
O=C(O)Cn1cc(/C=C/[N+](=O)[O-])c2ccccc21,101,92,95,-7,1,28,96,95,-21,20,92
CCCn1nnnc1NC(=O)COc1ccc(Cl)cc1C,98,96,98,·,-2,6,99,96,-11,-2,102
CC(C)=CC(=O)Nc1nc2ccc([N+](=O)[O-])cc2s1,104,95,97,20,0,25,93,99,-12,8,94
Fc1ccccc1Cn1nnc2c(NCCc3ccccn3)ncnc21,99,97,99,-5,-5,2,104,99,-19,5,104
CC(=O)c1ccc2c3c(cccc13)C(=O)N(c1c(C)nn(C)c1C)C2=O,103,100,102,-4,4,14,106,103,-44,15,110
COc1cc(C(=O)NCC(c2cccnc2)N2CCN(c3ccc(F)cc3)CC2)cc(OC)c1OC (configuration not stated),103,97,99,·,-1,10,100,100,-35,12,97
Cc1ccc(-c2cc(C(=O)Nc3ccc(S(=O)(=O)Nc4nc(C)cc(C)n4)cc3)c3ccccc3n2)cc1,100,97,98,·,-4,13,94,94,22,4,99
Cc1cc([N+](=O)[O-])c(-c2ccc(/C=N/n3cnnc3)o2)cc1Cl,99,99,96,·,-1,28,100,97,-8,12,99
COCCn1c(N)c(N(Cc2ccccc2)C(=O)Cc2c(Cl)cccc2Cl)c(=O)[nH]c1=O,93,93,90,7,1,10,94,92,46,6,95
C[C@H]1CCC[C@]2(O[C@@H](CCO)C[C@H](O)[C@H]2O)O1,101,95,99,·,-1,-5,99,98,2,11,105
Cc1ccc(NC(=O)c2cc(=O)c3ccccc3o2)cc1,101,98,102,24,-1,15,101,99,-30,14,102
NC1=NCC(O)=C1c1nc2ccccc2[nH]1,95,93,95,5,3,11,94,92,-19,10,96
O=C(CN(c1ccccn1)S(=O)(=O)c1ccccc1)N/N=C/c1cccc([N+](=O)[O-])c1,95,99,98,15,-6,17,98,97,-56,11,100
CCOc1ccc(NC(C)C(=O)N/N=C/c2ccc([N+](=O)[O-])cc2)cc1 (configuration not stated),95,100,99,·,0,13,98,96,-59,7,105
Cc1ccc(C(=O)NCc2ccc3c(c2)OCO3)cc1N1CCCC1=O,104,101,103,·,0,5,103,104,-32,16,111
CC(=O)Nc1ccc(S(=O)(=O)NCCSCc2cccc(Cl)c2)cc1,98,103,103,·,-4,13,102,102,-5,11,106
COc1cccc(-c2nc3ccc(O)cc3c(=O)o2)c1,?,?,?,·,3,12,?,?,-5,7,?
O=C(Nc1ccc(-c2cn3ccccc3n2)cc1)c1cccs1,100,98,96,4,3,12,99,97,2,9,97
Cc1ccc(NC(=O)c2ccccc2Cl)cc1-n1cnnn1,103,96,97,·,0,19,99,97,-12,10,99
O=C(Nc1ccc(F)cc1)Nc1ccc(N2CCOCC2)c2nonc12,97,92,94,6,-5,8,87,94,-51,5,89

# Remaining list, next part:
mol,Rab7 wt GTP bind,Rac1 act GTP bind,HRas wt GTP,Pf gametocyte,Bim-Mcl-1,Mcl1 Noxa PPI,Cdc42 wt,Rab2A wt mod,Mcl1-Bid inh,Avidin bead fluor,Rac1 wt modul
O=C(CNS(=O)(=O)c1ccccc1)NCC(=O)OCc1ccc(C(=O)c2ccccc2)cc1,98,100,100,11,-4,15,100,100,-8,14,106
Cc1ccc(-c2nnc(NC3CCCCC3)c3ccccc23)cc1S(=O)(=O)N1CCN(C)CC1,102,99,105,·,-7,12,107,106,-22,20,103
COc1ccc(C(=S)N2CCOCC2)cc1OS(=O)(=O)c1ccccc1[N+](=O)[O-],99,101,101,16,-9,5,99,101,-20,10,104
Cc1cc(C)nc(NC2=NCC(=O)N2CCc2c[nH]c3ccccc23)n1,91,91,92,·,-4,·,94,90,-34,9,90
Cn1ncc2c(NNC(=O)c3ccccc3Cl)ncnc21,101,99,98,-1,-8,-24,103,98,-98,15,103
Cc1cc(/C(O)=C2\C(=O)C(=O)N(CCN(C)C)C2c2ccncc2)ccc1OCc1ccccc1 (configuration not stated),97,98,100,-9,-4,-6,101,100,-7,11,102
O=C(/C=C\Nc1cccc(F)c1)c1ccc2c(c1)OCO2,97,99,98,-13,-5,-15,102,100,-42,27,100
CC(=O)N1CCN(S(=O)(=O)c2ccc(F)c(Cl)c2)CC1,101,95,96,-7,2,19,94,97,2,12,99
O=c1c2c(-c3cccs3)csc2ncn1/N=C/c1ccc(OC(F)F)cc1,101,98,101,-5,-4,9,100,101,-5,10,98
CCC(=O)Nc1cc(SCCO)cc([N+](=O)[O-])c1,100,99,102,-6,3,17,102,99,-6,4,103
N=c1c2c(n(Cc3ccc(F)cc3)c3c1CCC3)CCC2,104,96,101,·,-1,0,99,98,-32,4,101
C/C(=N\NC(=O)c1ccc(Cl)cc1)c1cccc(NC(=O)C(C)C)c1,?,?,?,·,0,-2,?,?,-10,10,?
c1ccc2nc(N3CCOCC3)cnc2c1,98,97,100,·,0,-4,99,100,-9,14,99
CC(C)N1C(=O)CCC1C(=O)NC1CCCC1 (configuration not stated),97,99,101,·,-6,0,106,99,2,26,108
COC(=O)C1=C(C)N(CCc2ccc(OC)c(OC)c2)C(=O)C1,101,99,99,·,-2,1,98,99,-1,9,100
Cc1c(C(=O)Nc2ccc(S(N)(=O)=O)cc2)oc2ccc(Cl)cc12,97,99,99,24,-1,5,96,100,-6,11,100
CCn1nc(C)c(CN2CCN(Cc3ccc(OC)c(C)c3C)C(CCO)C2)c1C (configuration not stated),107,96,99,-20,-1,2,97,100,-7,3,98
CCOc1ccc(Oc2ccc(Cl)cc2NC(=O)CCNC(C)=O)cc1,107,99,99,·,3,11,101,102,-18,6,103
CCOC(=O)c1oc2cccc(OCC(O)CNC(C)C)c2c1C (configuration not stated),98,97,98,-7,5,·,98,100,·,127*,99
Cc1cccc(-n2cc(-c3ccccc3)c3c(N4CCOCC4)ncnc32)c1,92,91,90,·,0,18,90,90,-17,13,91
CC1CCN(S(=O)(=O)c2ccc3c(c2)oc(=O)n3CC(=O)N2CCc3ccccc3C2)CC1,100,97,100,·,-2,10,99,101,-11,5,99
COc1ccccc1N1C(=O)C2C3C=CC(C3)C2(C)C1=O (configuration not stated),99,99,105,·,-2,-4,105,103,-11,15,103
CCOc1ccc(C(=O)NC2CCN(C(=O)Nc3ccccc3OC)CC2)cc1,97,98,99,-9,0,-3,100,99,-4,5,104
O=C(N/N=C\c1ccc(Oc2ccccc2)cc1)c1csnn1,103,96,100,9,-3,13,101,99,-34,24,97
Cc1ccc2occ(C(=O)c3ccco3)c(=O)c2c1,100,97,101,·,-3,1,101,99,-10,32,100

# The list goes on.
mol,Rab7 wt GTP bind,Rac1 act GTP bind,HRas wt GTP,Pf gametocyte,Bim-Mcl-1,Mcl1 Noxa PPI,Cdc42 wt,Rab2A wt mod,Mcl1-Bid inh,Avidin bead fluor,Rac1 wt modul
CCn1nc(NC(=O)C2CCCO2)c2cc3cc(C)ccc3nc21 (configuration not stated),93,93,92,4,0,-4,92,91,-13,10,95
CCOC(=O)/C=c1\s/c(=C\c2ccc(C#N)cc2)c(=O)n1CC(=O)Nc1cccc(C)c1C,106,96,100,·,0,0,98,100,-22,6,99
CCOC(=O)c1nnc(-c2ccccc2)nc1NC,93,98,95,7,1,-2,92,95,-7,15,96
O=C(O)c1cn(C2CC2)c2cc(N3CCN(S(=O)(=O)c4ccc5c(c4)OCCO5)CC3)c(F)cc2c1=O,102,92,94,11,2,-97,98,92,-86,9,92
CC(C)C1N(C(=O)CN2CCCC2)CCN1S(=O)(=O)c1ccccc1 (configuration not stated),102,100,100,·,0,15,98,100,-38,7,105
CSC1=NC2(CCCCC2)CC12C=CC(=O)C=C2,96,100,98,9,-5,7,101,97,-11,6,103
COc1cc(OC)cc(C(=O)NCC(=O)OCC(=O)Nc2ccc3c(c2)OCO3)c1,109,95,99,-5,4,10,96,98,-25,25,93
O=C(CN1CCCCC1)Nc1nnc(-c2ccccc2)s1,100,100,102,-11,-2,9,106,100,-28,23,109
O=C(Nc1ccncc1)c1ccc(S(=O)(=O)Nc2ccccc2)cc1,94,94,96,4,0,0,94,94,7,21,97
C(=C/c1nccc2c1[nH]c1ccccc12)/c1ccc2c(c1)OCO2,99,93,91,-14,0,10,90,91,-35,13,94
O=C(COC(=O)CCc1nc2ccccc2n1-c1ccccc1)Nc1cccc(Cl)c1,98,101,99,-4,-6,-6,98,100,-16,7,100
COc1ccc(CCC(=O)Nc2nc3c(s2)CN(C)CC3)cc1OC,95,100,102,·,-5,-5,106,99,-31,6,104
Cc1cccc(N(C(=O)c2csnn2)C(C(=O)NC(C)(C)C)c2ccncc2)c1 (configuration not stated),98,98,100,3,0,3,99,98,6,25,101
Cn1c(N)c(C(=O)COC(=O)C2CCCC2)c(=O)n(C)c1=O,107,98,102,·,2,27,98,99,-34,9,101
COc1ccc(CCNC(=O)CCS(=O)(=O)c2ccc3c(c2)CCN3C(C)=O)cc1OC,100,100,102,·,1,-5,104,103,0,10,104
O=C(NCCN1CCOCC1)c1csc2c1CCCCC2,?,?,?,12,2,-7,?,?,0,20,?
Cc1ccc(N2C(=O)CSC2c2cccnc2)cc1F (configuration not stated),101,98,99,·,1,13,101,100,14,4,102
CCc1cc(C=NC2CCCCC2)c(O)s1,101,102,105,·,-3,2,106,104,-87,-5,109
CN1C(=O)CC(Sc2ncccc2C(=O)O)C1=O (configuration not stated),103,101,101,·,-5,-3,103,104,-27,14,108
COc1ccccc1C(=O)NNC(=O)c1ccc(Cl)cc1,93,95,95,16,0,-11,96,95,-6,17,99
CCOC(=O)c1nnn(-c2nonc2N)c1COc1ccccc1,99,102,102,·,1,1,106,103,-39,14,111
COc1cc(CC(=O)NCc2ccc3c(c2)OCO3)cc(OC)c1OC,98,99,102,·,0,30,102,100,-5,18,103
CCNS(=O)(=O)c1ccc(-c2ccc(-n3cnnn3)cc2)cc1,98,95,98,·,-1,10,103,99,0,9,100
